High-throughput results as filed in PubChem BioAssay.
Keap1 Nrf2 FP = inhibitors of human Keap1-Nrf2 protein-protein interaction | Keap1 Kelch-Nrf2 peptide fluorescence polarization, 1536-well | inhibition, % at 9.4 µM | 340,000 compounds, 0.15% hits | AID 504523; in the data active = inhibition above about 12%;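 note: human Keap1 Kelch domain with fluorescein labeled Nrf2 9mer peptide probe; 0% = neutral control wells and 100% = peptide positive control; higher means more block of Keap1 binding to Nrf2 peptide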
Target sequence (Q14145 whole entry, looked up, the tested form may be a part): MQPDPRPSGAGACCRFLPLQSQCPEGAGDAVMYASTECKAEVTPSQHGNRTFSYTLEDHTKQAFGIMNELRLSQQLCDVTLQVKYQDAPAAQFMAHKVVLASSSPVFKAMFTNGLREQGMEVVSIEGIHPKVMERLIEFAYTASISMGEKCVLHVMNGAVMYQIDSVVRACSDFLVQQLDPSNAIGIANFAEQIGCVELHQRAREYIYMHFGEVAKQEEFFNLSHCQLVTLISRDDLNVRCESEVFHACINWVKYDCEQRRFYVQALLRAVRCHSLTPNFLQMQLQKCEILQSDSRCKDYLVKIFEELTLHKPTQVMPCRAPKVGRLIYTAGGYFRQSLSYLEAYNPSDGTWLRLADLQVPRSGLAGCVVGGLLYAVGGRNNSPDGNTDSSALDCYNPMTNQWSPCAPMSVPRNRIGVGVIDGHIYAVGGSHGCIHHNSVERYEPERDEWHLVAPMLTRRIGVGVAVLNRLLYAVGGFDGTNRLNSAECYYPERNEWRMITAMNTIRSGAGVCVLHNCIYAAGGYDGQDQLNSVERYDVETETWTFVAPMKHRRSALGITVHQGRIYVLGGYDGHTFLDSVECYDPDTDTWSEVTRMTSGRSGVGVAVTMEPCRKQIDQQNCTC
LANA DNA inh = inhibitors of KSHV LANA C-terminal domain DNA binding; MBP-C-LANA/FAM-LBS DNA binding, fluorescence polarization; inhibition, % at 9 µM; 340,000 compounds, 0.078% hits;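 active = highest replicate inhibition at or above 60% at 9 µM, even if other replicates fall short; inactive = all replicates below 60% inhibition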;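 note: 0% = neutral control wells and 100% = 4 µM acridine orange control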
V-ATPase pH = yeast V-ATPase proton transport regulation by pHLuorin. S. cerevisiae, pHLuorin cytosolic pH fluorescence. response, % at 10 µM. 350,000 compounds, 0.37% hits. AID 504577; in the data active = response mostly above about 7.3%, no sharp cut-off; inactive = mostly below about 5.4%; note: actives read high; inactives centre near 0; some compounds called inactive have numbers as strong as hits; reference of the scale not given here
MOR-DOR inv ag = mu-delta opioid heterodimer inverse agonism; 340,000 compounds, 0.21% hits; AID 504357; inhibition, % at 9.3 µM; cell-based MOR-DOR heterodimer luminescence; P35372+P41143; in the data active = inhibition above about 22%, passing the limit was not always enough;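 note: 0% = cells with DMSO and 100% = wells without cells with DMSO; values of inactives mirror those of a sister screen read the other way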
RTF Ca sens inh = cardiac RTF calcium desensitization; P19429+P45379; IANBD-labeled cardiac RTF, Ca2+ fluorescence; inhibition, % at 7.15 µM; 340,000 compounds, 0.12% hits; AID 493244;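 active = inhibition above the mean inhibition of all tested compounds plus 3 SD, cut at about 17% in these data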;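 note: assay run at fixed EC70 calcium of 1.6 mM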
cardiac RTF act = cardiac RTF calcium sensitization; P19429+P45379; IANBD-labeled TnC RTF fluorescence at EC20 calcium; 0% EC20 calcium, 100% full calcium; activation, % at 7.2 µM; 340,000 compounds, 0.24% hits; AID 493008;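 active = activation above the mean over all tested compounds plus 3 SD, cut at about 30% in these data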;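 note: rise in fluorescence read as greater calcium sensitivity of cardiac thin filaments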
CAL PDZ FP = blocks peptide binding to the human CAL PDZ domain. Q9HD26. purified CAL PDZ, TMR-peptide fluorescence polarization, 1 h. inhibition, % at 24.9 µM. 300,000 compounds, 0.92% hits. AID 602252;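 active = mean inhibition of at least 30% with at least half of replicates also reaching 30%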;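 note: 0% = DMSO neutral control and 100% = excess unlabeled competitor peptide PRC23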
HTR5A inv ctr = counter-screen for OPRM1-OPRD1 inverse agonists: human HTR5A inverse agonism | HTR5A cell line, luminescence | inhibition, % at 9.3 µM | AID 504634 | P47898 | 340,000 compounds, 0.083% hits; in the data active = inhibition mostly above about 23%, no sharp cut-off; inactive = mostly below about 18%;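 note: 0% = cells with DMSO and 100% = no-cell wells with DMSO; some compounds called inactive have numbers as strong as hits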
Target sequence (P47898 whole entry, looked up): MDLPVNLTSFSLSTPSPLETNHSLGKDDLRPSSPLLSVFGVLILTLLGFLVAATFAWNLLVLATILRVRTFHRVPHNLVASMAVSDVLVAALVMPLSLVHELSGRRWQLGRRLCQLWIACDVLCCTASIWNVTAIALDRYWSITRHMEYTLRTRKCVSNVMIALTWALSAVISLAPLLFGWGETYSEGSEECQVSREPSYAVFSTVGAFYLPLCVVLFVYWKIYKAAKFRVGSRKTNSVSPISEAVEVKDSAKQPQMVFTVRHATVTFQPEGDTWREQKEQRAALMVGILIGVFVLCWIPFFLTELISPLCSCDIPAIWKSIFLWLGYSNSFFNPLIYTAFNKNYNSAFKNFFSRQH
OPRM1-OPRD1 ag = agonists of human mu-delta opioid receptor heterodimerization; AID 504326; cells, OPRM1-OPRD1 heterodimerization, luminescence; 340,000 compounds, 0.3% hits; P35372+P41143; activation, % at 9.3 µM; in the data active = activation above about 18%;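 note: 0% = vehicle-treated cells and 100% = reference agonist; values of inactives mirror those of a sister screen read the other way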
HTR5A ag ctr = HTR5A agonism, opioid heterodimer counter-screen; P47898; 340,000 compounds, 0.61% hits; activation, % at 9.3 µM; HTR5A agonist assay, luminescence, cell-based; in the data active = activation mostly above about 9.5%, no sharp cut-off; inactive = mostly below about 7.6%;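 note: 0% = cells with vehicle only and 100% = reference agonist; strong numbers were not always called active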
* = called active by the depositor; · = not tested or not shown.

1: c1ccc(Nc2ccccc2)cc1
2: CC1CCN(c2nc(-c3cccnc3)nc3scc(-c4ccccc4)c23)CC1
3: CC(=O)Nc1ccc(NC(=O)C(C)Sc2nc3nc(C)cc(C)n3n2)cc1 (configuration not stated)
4: CCOC(=O)C(NCCCO)c1ccccc1 (configuration not stated)
5: O=C(c1ccc(NS(=O)(=O)c2ccc(Cl)c(Cl)c2)cc1)N1CCOCC1
6: O=C(COC(=O)c1cc(=O)[nH]c2ccccc12)Nc1ccc(Cl)cn1
7: Cn1c(/C(C#N)=C/c2cccc(O)c2)nc2ccccc21
8: O=C1CC[C@H](O)CCN1[C@H](CSc1ccccc1)Cc1ccccc1

assay / compound,1,2,3,4,5,6,7,8
Keap1 Nrf2 FP,-3,-6,-2,2,0,-3,-8,-4
LANA DNA inh,1.4,-0.2,-1.5,-0.4,-0.6,0.6,0.7,1.2
V-ATPase pH,7,-1,0,1,1,-3,-2,-17
MOR-DOR inv ag,-1,12,13,14,11,-9,13,17
RTF Ca sens inh,-2,4,-2,-1,3,-8,-14,-12
cardiac RTF act,-4,-6,4,0,-7,-3,0,-8
CAL PDZ FP,-10,-1,-1,-2,-2,1,-3,-2
HTR5A inv ctr,-3,10,-38,8,1,-11,2,-6
OPRM1-OPRD1 ag,0.3,-1.9,-1.9,-2.4,-1.6,1.3,-2.7,-3.2
HTR5A ag ctr,1,-4,4,-2,0,4,3,3

9: NS(=O)(=O)c1ccc(CNC(=O)/C=C/c2ccc(Cl)c(Cl)c2)cc1
10: Cc1cc(-c2onc(C)c2C(=O)Nc2ccc(C(F)(F)F)cc2)no1
11: COc1ccc(C(=O)NC(=S)N2CCNC(=O)C2CC(=O)OC(C)C)cc1 (configuration not stated)
12: Cc1noc(C)c1C(=O)N1CCN(S(=O)(=O)c2cccs2)CC1
13: CC(=O)c1ccc(NC(=O)Nc2cccc(Cl)c2)cc1
14: CCN(C(=O)c1cc2c(=O)n3ccccc3nc2s1)C1CCCCC1
15: CN(Cc1ccccc1)S(=O)(=O)c1cn(C)cn1
16: Cc1nc2ncnn2c(N2CCN(C(=O)Cc3cccs3)CC2)c1C

assay / compound,9,10,11,12,13,14,15,16
Keap1 Nrf2 FP,0,-3,-2,-5,4,1,0,0
LANA DNA inh,0.2,1.2,-0.1,-0.9,0.0,1.2,-0.3,-0.1
V-ATPase pH,2,-2,-4,-1,0,2,-2,-5
MOR-DOR inv ag,8,0,16,11,-18,-15,10,15
RTF Ca sens inh,-1,-9,1,-2,1,-4,-2,-5
cardiac RTF act,-2,3,-4,-4,1,-6,1,5
CAL PDZ FP,2,3,-7,-2,-8,·,-8,0
HTR5A inv ctr,-3,16,13,13,-21,3,18,8
OPRM1-OPRD1 ag,-1.3,-0.1,-3.8,-2.1,3.1,1.9,-2.0,-2.8
HTR5A ag ctr,1,8,-5,-2,2,8,4,2

17: Cc1cccc(NC(=O)CSc2nnc(NC(=O)C3CC3)s2)c1C
18: Cc1ccc(Cn2c(=O)n(CCC(=O)NCc3ccc4c(c3)OCO4)c(=O)c3ccccc32)cc1
19: COCCNC(=O)c1cccc(C)c1[N+](=O)[O-]
20: CCC(C)(C)C1CCc2[nH]nc(C(=O)NCCNC(=O)OC(C)(C)C)c2C1 (configuration not stated)
21: CSc1ccccc1NC(=O)CN(C)CC(=O)Nc1ccc(Cl)cc1F
22: Cc1cc(C)c(NC(=O)Cn2nnc(C(=O)NCc3ccc4c(c3)OCO4)c2N)c(C)c1
23: Fc1ccc2c(c1)C1C=CCC1C(c1cc3c(cc1Br)OCO3)N2 (configuration not stated)
24: CCCN1CCN(CCCNC(=O)C(CC)n2nc(C)n3c(cc4occc43)c2=O)CC1 (configuration not stated)

assay / compound,17,18,19,20,21,22,23,24
Keap1 Nrf2 FP,-2,1,-1,-4,-3,-1,-3,3
LANA DNA inh,0.7,1.3,-0.9,-0.2,1.3,0.5,-0.8,-0.2
V-ATPase pH,1,3,-1,-1,0,-3,-1,0
MOR-DOR inv ag,12,2,1,-24,6,8,-22,6
RTF Ca sens inh,-24,1,-4,4,3,0,-4,1
cardiac RTF act,-7,5,6,-6,2,3,2,0
CAL PDZ FP,2,66*,0,-4,-1,-3,-7,·
HTR5A inv ctr,13,8,1,-2,-5,-8,4,-3
OPRM1-OPRD1 ag,-1.9,-0.3,-0.1,4.2,-1.2,-1.6,4.1,-1.2
HTR5A ag ctr,0,-3,0,-5,-3,-1,-2,-7

Exported field by field: entries from further up.
21	CSc1ccccc1NC(=O)CN(C)CC(=O)Nc1ccc(Cl)cc1F
  Keap1 Nrf2 FP: -3
  LANA DNA inh: 1.3
  V-ATPase pH: 0
  MOR-DOR inv ag: 6
  RTF Ca sens inh: 3
  cardiac RTF act: 2
  CAL PDZ FP: -1
  HTR5A inv ctr: -5
  OPRM1-OPRD1 ag: -1.2
  HTR5A ag ctr: -3

22	Cc1cc(C)c(NC(=O)Cn2nnc(C(=O)NCc3ccc4c(c3)OCO4)c2N)c(C)c1
  Keap1 Nrf2 FP: -1
  LANA DNA inh: 0.5
  V-ATPase pH: -3
  MOR-DOR inv ag: 8
  RTF Ca sens inh: 0
  cardiac RTF act: 3
  CAL PDZ FP: -3
  HTR5A inv ctr: -8
  OPRM1-OPRD1 ag: -1.6
  HTR5A ag ctr: -1

23	Fc1ccc2c(c1)C1C=CCC1C(c1cc3c(cc1Br)OCO3)N2 (configuration not stated)
  Keap1 Nrf2 FP: -3
  LANA DNA inh: -0.8
  V-ATPase pH: -1
  MOR-DOR inv ag: -22
  RTF Ca sens inh: -4
  cardiac RTF act: 2
  CAL PDZ FP: -7
  HTR5A inv ctr: 4
  OPRM1-OPRD1 ag: 4.1
  HTR5A ag ctr: -2

24	CCCN1CCN(CCCNC(=O)C(CC)n2nc(C)n3c(cc4occc43)c2=O)CC1 (configuration not stated)
  Keap1 Nrf2 FP: 3
  LANA DNA inh: -0.2
  V-ATPase pH: 0
  MOR-DOR inv ag: 6
  RTF Ca sens inh: 1
  cardiac RTF act: 0
  CAL PDZ FP: ·
  HTR5A inv ctr: -3
  OPRM1-OPRD1 ag: -1.2
  HTR5A ag ctr: -7

The list goes on:
25: COc1ccc2nc(N3CCN(C(=O)c4ccc([N+](=O)[O-])o4)CC3)sc2c1
26: Cc1onc(-c2ccccc2)c1C(=O)Nc1cccc(OC(C)C)c1
27: N#Cc1ccccc1
28: Cc1cccc(C2=NN(c3ccccc3)[C@@H](C(=O)N3CCOC3=O)[C@@H]2c2ccccc2)c1
29: Cc1noc(C)c1CSCC(=O)Nc1nc2c(F)cc(F)cc2s1
30: O=C(Nc1nc2c(F)cc(F)cc2s1)c1ccc([N+](=O)[O-])o1
31: Cc1ccc(NC(=O)CN(C)C(=O)CSc2nccn2C)cc1
32: C=CCN(C(=O)Nc1ccccc1)C1CC(=O)N(c2ccc(OC)cc2)C1=O (configuration not stated)

assay / compound,25,26,27,28,29,30,31,32
Keap1 Nrf2 FP,0,0,1,-24,-7,-4,-2,-2
LANA DNA inh,-0.3,-0.1,1.4,-2.7,3.2,3.2,3.4,-1.2
V-ATPase pH,27*,0,-4,4,0,3,2,4
MOR-DOR inv ag,-8,-3,3,2,6,-19,18,12
RTF Ca sens inh,-3,-3,-1,-10,5,-3,-2,-1
cardiac RTF act,-12,-4,-3,13,1,-1,1,3
CAL PDZ FP,-2,-2,-2,2,-2,·,-6,-3
HTR5A inv ctr,-26,-4,-23,10,1,18,-17,-6
OPRM1-OPRD1 ag,1.4,0.6,-0.6,-0.4,-1.5,3.5,-3.5,-2.5
HTR5A ag ctr,2,-6,6,-3,0,5,4,-1

33: CC(=O)Nc1ccc(C(=O)N2CC(=O)NC(=O)C2)cc1
34: CCC(C)(NC(=O)c1ccccc1)C(=O)O (configuration not stated)
35: O=C(COC(=O)C1CCN(c2ccc(C(F)(F)F)cn2)CC1)Nc1ccc(F)cc1[N+](=O)[O-]
36: Cc1ccc(S(=O)(=O)CC(=O)Nc2nc(-c3ccccc3)cs2)cc1
37: Cc1ccc(S(=O)(=O)CCC(=O)OCC(=O)c2c(N)n(CC(C)C)c(=O)n(C)c2=O)cc1
38: COc1ccc2c(c1)N(C)/C(=C1/SC(=NCc3ccccc3)N(c3ccccc3)C1=O)S2
39: Cc1cc(=O)[nH]c2nnnn12
40: COc1cc(CNC(C)(C)CO)cc(Br)c1OCc1ccc(Cl)cc1

assay / compound,33,34,35,36,37,38,39,40
Keap1 Nrf2 FP,-1,-3,0,-2,0,4,-1,3
LANA DNA inh,-1.7,-2.0,0.6,-0.3,-0.6,-1.1,-1.4,0.6
V-ATPase pH,2,1,3,0,2,-1,-1,-2
MOR-DOR inv ag,17,7,-37,-1,7,17,6,-26
RTF Ca sens inh,-1,-11,4,4,-1,-4,-6,3
cardiac RTF act,2,-4,-12,-5,1,6,3,-1
CAL PDZ FP,4,0,1,-1,-3,-2,0,11
HTR5A inv ctr,-1,16,-23,-3,-1,6,-9,11
OPRM1-OPRD1 ag,-3.5,-1.3,7.2,0.2,-1.4,-2.9,-1.2,5.0
HTR5A ag ctr,1,4,9,5,3,-2,3,2

41: Cc1nc2ccccc2n1CCc1ccccc1
42: O=C(O)c1ccccc1NS(=O)(=O)c1ccc2c3c(cccc13)C(=O)N2
43: CC(C)C(=O)N(Cc1ccccc1)S(=O)(=O)c1ccc2c(c1)oc(=O)n2C
44: COC(=O)c1sccc1NC(=O)NC1CCCCC1
45: Cc1cccc(C)c1NC(=S)N/N=C/c1ccc(C(=O)O)cc1
46: CC(C)(C)Oc1ncc(Br)c(OC(C)(C)C)n1

assay / compound,41,42,43,44,45,46
Keap1 Nrf2 FP,-2,9,-6,4,2,-1
LANA DNA inh,0.1,-0.9,1.7,-0.2,-15,0.7
V-ATPase pH,-1,1,4,-2,-1,4
MOR-DOR inv ag,6,10,1,19,16,5
RTF Ca sens inh,-3,16,-7,-17,5,-4
cardiac RTF act,-4,0,11,-2,-6,-1
CAL PDZ FP,-1,2,-1,-2,2,-3
HTR5A inv ctr,3,5,5,6,0,-2
OPRM1-OPRD1 ag,-1.2,-1.7,-0.3,-3.5,-2.9,-0.8
HTR5A ag ctr,-1,2,-3,4,0,-2
